# BCR signal inh: inhibitors of chronic active B-cell receptor signaling; ABC-DLBCL IkBa-CBG/CBR reporter, luminescence ratio, 4 h; Potency, µM (top dose mostly 46.1 µM), without a hit: top-dose ratio change, negative = lower green/red ratio, actives largely listed as inhibitors; 0.05% of 340,000 active; active means well fitted inhibition curve with a large enough effect in the signal ratio, with a control signal flat, not every such curve was filed as active; inconclusive means small, poorly fitted or top-dose-only effect, or effect the other way, or a change in a side signal; the % refers to the signal ratio;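 further: potency means the concentration at half of the fitted maximal effect; plate controls were basal doxycycline-induced cells for no effect and cells given 10 µM MG132 for full effect; MG132 reads +100%, hits lower the ratio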
#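 Cell line TMD8 (human ABC DLBCL), stably expressing tet-inducible CBG68-IkBa fusion and CBR; IMDM/0.5% FBS; cpd up to 46 uM; dox induction, 4 h, 37C/5% CO2; dual luminescence; green/red ratio; MG132 control.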
# GALK inh: inhibitors of human galactokinase | P51570 | Purified GALK, Kinase-Glo residual ATP luminescence | Potency, µM (doses to about 57.5 µM), for inactives: top-dose activity change, negative = inhibition, actives largely listed as inhibitors | 0.007% of 270,000 active | AID 1868; further: potency means the concentration at half of the fitted maximal effect; on the % scale 0 is the no-effect control and ±100 the full control effect
#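 Human GALK (5 nM) with 35 uM ATP and 100 uM galactose in 20 mM HEPES pH 8.0, 5 mM MgCl2, 60 mM NaCl, 1 mM DTT, 0.01% BSA. After 1 h at room temperature, leftover ATP was read by Kinase-Glo Plus luminescence.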
# AT treatment: potential ataxia-telangiectasia treatments restoring KAP-1 phosphorylation; […] A-T fibroblasts, KAP-1 phosphorylation AlphaLISA; neocarzinostatin DNA damage 30 min before lysis; Potency, µM (series often up to 57.5 µM), for inactives: at the highest dose activation, most hits filed as activators; 0.19% of 320,000 active; further: potency means the concentration at half of the fitted maximal effect; % of control where 0% means no effect; nearly all actives have a fitted effect of over 45% in size
#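 hTERT-immortalized A-T patient fibroblasts ([…]), 500 cells/well in OPTI-MEM, 1% FBS, got compounds for 60 min, then NCS for 30 min at 37C. Lysates were then assayed for phospho-KAP-1 by AlphaLISA (anti-pKAP1 donor, anti-KAP1 acceptor beads), 6 hr at 25C.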
# Tb PFK inh: blocks T. brucei phosphofructokinase; O15648; T. brucei PFK, ADP-Glo luminescence; Potency, µM (highest dose often 57.5 µM), inactives show at the highest dose activity, negative = inhibition, actives largely listed as inhibitors; 0.17% of 330,000 active;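 further: potency means the concentration at half of the fitted maximal effect; 0% = uninhibited 1x PFK enzyme wells and -100% = no-enzyme wells; nearly all actives have a fitted effect of over 60% in size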
#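 Luminescent ADP detection (ADP-Glo, two-step: ATP depletion then ADP-to-ATP conversion for luciferase) reported PFK activity after 45 min room-temperature reaction of 1.25 nM enzyme with 0.5 mM F6P and 0.1 mM ATP at pH 8.0.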
# TCR act: activates T cell receptor signaling | primary human leukocytes, anti-CD3, IL-2 HTRF, 48 h | Potency, µM (titrated, usually from 9.22 µM), for inactives: at the highest dose activation of IL-2 secretion, most hits filed as activators | 330,000 tested, under 10 active | AID 504894; further: % of control where 0% means no effect
#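 Human primary leukocytes + a-CD3 beads + cpd, 48 hr; IL-2 in supernatant by HTRF (ex 320nm / em 665nm). No co-stimulatory signal supplied.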
# TSHR antagonist: antagonists of human thyroid stimulating hormone receptor; 0.2% of 330,000 active; activity change, negative = inhibition, % at 11.5 µM; TSHR-expressing cells, TSH-stimulated cAMP HTRF, 2 h; active compounds read low; AID 504810;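 active means activity change below a set negative limit, meaning inhibition stronger than a set level, cut at about -70% in these data; inconclusive means activity change between two set negative limits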; further: on the % scale 0 is the no-effect control and ±100 the full control effect
#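 Cell-based HTRF cAMP assay; TSHR cells + compound, TSH EC80 (4nM final), 2 h, 37 deg C. Lysis with anti-cAMP cryptate and cAMP-d2, 30 min RT, read 665/620 nm.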
# MLL CXXC-DNA inh: MLL CXXC-DNA interaction inhibition | Q03164 | MLL-CXXC / FITC-HOXA9 DNA fluorescence polarization | Potency, µM (series often up to 115 µM), inactives show at the highest dose activity change, negative = inhibition, usual class: inhibitors | 0.037% of 290,000 active | AID 2662; active means well fitted inhibition curve with a large enough effect in the polarisation, with a control signal flat, not every such curve was filed as active; inconclusive means small, poorly fitted or top-dose-only effect, or effect the other way, or a change in a side signal; inactive means no such curve, though single readings can be large or run the other way; the % refers to the polarisation; further: potency means the concentration at half of the fitted maximal effect
#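 Fluorescence polarization: 7 uM MLL-CXXC (stock) preincubated 5 min with compounds, then 50 nM fluorescein-HOX-A9 DNA (stock) added; 30 min ambient. Buffer 50 mM Tris-HCl pH 7.5, 50 mM NaCl, 1 mM DTT, 0.05% BSA.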
# hERG WT inh: inhibitors of human wildtype KCNH2 potassium channel. Q12809. U2OS, BacMam KCNH2, thallium flux FluxOr; active compounds read low. activity change, % at 1.84 µM. 0.37% of 340,000 active;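 active means maximum activity change below -70%; inconclusive means maximum activity change between -70% and -50%; inactive means maximum activity change above -50%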; further: on the % scale 0 is the no-effect control and ±100 the full control effect
# Target sequence (Q12809 whole entry, looked up): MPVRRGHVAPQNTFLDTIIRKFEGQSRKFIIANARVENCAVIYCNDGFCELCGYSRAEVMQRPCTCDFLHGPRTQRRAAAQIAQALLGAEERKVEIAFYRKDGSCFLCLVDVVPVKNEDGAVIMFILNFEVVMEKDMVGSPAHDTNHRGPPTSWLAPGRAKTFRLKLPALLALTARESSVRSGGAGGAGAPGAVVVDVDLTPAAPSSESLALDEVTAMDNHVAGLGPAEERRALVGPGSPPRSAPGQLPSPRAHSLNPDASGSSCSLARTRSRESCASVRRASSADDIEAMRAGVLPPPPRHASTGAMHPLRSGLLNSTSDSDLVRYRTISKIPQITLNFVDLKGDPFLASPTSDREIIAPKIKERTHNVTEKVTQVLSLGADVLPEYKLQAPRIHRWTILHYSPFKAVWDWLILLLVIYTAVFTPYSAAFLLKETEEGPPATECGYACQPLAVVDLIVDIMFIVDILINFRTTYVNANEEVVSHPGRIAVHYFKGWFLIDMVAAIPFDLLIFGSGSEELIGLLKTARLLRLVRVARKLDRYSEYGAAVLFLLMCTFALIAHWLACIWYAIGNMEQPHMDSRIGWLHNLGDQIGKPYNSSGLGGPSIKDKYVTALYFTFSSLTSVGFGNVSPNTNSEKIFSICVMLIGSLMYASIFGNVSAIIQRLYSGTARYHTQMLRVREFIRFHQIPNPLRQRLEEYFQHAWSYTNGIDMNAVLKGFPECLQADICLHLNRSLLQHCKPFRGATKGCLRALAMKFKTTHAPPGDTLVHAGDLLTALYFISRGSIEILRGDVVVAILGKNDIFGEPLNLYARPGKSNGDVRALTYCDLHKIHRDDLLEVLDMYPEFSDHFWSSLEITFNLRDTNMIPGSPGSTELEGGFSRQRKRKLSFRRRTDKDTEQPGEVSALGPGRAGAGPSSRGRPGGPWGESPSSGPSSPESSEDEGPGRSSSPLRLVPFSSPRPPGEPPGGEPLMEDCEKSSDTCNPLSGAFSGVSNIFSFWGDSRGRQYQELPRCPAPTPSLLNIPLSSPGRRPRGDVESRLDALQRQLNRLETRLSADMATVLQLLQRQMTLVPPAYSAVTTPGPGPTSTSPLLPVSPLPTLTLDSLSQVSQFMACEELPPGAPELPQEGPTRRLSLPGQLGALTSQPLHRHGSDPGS
#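 U2OS cells were transduced with wild-type KCNH2 virus (2.03 x 10^8 / mL) for 4 h at room temperature, then cultured overnight at 37 C. Thallium flux was read with FluxOr dye. Rate constants were normalized to DMSO controls.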
# Coupling enz: counter-screen for Giardia aldolase inhibitors: coupling enzyme system. coupling enzyme system counterscreen, AmpLite Red fluorescence. activity change, negative = inhibition, % at 58.2 µM, hits read low. 0.67% of 290,000 active. AID 2472; in the data active means activity change below about -30%; further: on the % scale 0 is the no-effect control and ±100 the full control effect
#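 Counterscreen of the coupled detection system alone, without aldolase: glyceraldehyde-3-phosphate coupling enzymes plus AmpLite Red readout. Compounds at 57.5 uM final, 10 min RT preincubation, 20 min RT reaction, fluorescence 525/598 nm.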
# Giardia killer: Giardia lamblia killing; Giardia lamblia trophozoite viability; activity change, % at 7.66 µM, hits read low; 0.15% of 340,000 active; in the data active means activity change below about -80%; inconclusive means between about -30% and that limit;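 further: parasites exposed to compound for two days anaerobically before the ATP read; on the % scale 0 is the no-effect control and ±100 the full control effect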
#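 ATP-content bioluminescence gauges trophozoite survival. Cells (100/well) receive compound and incubate anaerobically for 48 hrs at 37 deg C; detection reagent follows for 15-30 min at room temperature.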
# * hit, by the source's call; ? = inconclusive; . = not tested or not shown; & = joins results of further samples; [ ] = dose if it differs, or a comment. Unless noted, the call rests on the fitted dose curve; in most records, active means well fitted curve in the direction sought with a large enough effect; inconclusive means small, poorly fitted or top-dose-only effect, or another doubt; inactive means no such curve, though single readings can be large; an effect the other way counts as inactive or inconclusive.
# The line under a structure holds: BCR signal inh	GALK inh	AT treatment	Tb PFK inh	TCR act	TSHR antagonist	MLL CXXC-DNA inh	hERG WT inh	Coupling enz	Giardia killer
N#Cc1c(SCC(=O)Nc2ccccc2C(F)(F)F)sc2c(O)cc(=O)[nH]c12
    ?	1%	0%	2%	-1%	-39	15%	9	1	-19
CC(C)Sc1n[nH]c(=O)n1-c1ccccc1
    -13%	5%	-8%	6%	-2%	-5	7%	-4	1	-24
O=C1Cc2cc(NS(=O)(=O)c3cc(F)ccc3F)cc3c2N1CCC3
    16%	.	-12%	0%	-11%	-4	.	0	.	-2
CCC(=O)N1CCc2cc(Br)cc(S(=O)(=O)NCCN3CCCCC3CC)c21 (configuration not stated)
    -7%	1%	0%	-10%	.	2	8%	-3	4	-9
Cc1cccc2sc(N3CCN(C(=O)C4COc5ccccc5O4)CC3)nc12 (configuration not stated)
    -2%	.	-2%	4%	-6%	-14	.	4	.	49[activator]
Cn1c(CNC(=O)c2ccccc2F)nnc1SCC(=O)Nc1nncs1
    -10%	-1%	2%	-1%	2%	-3	4%	-8	1	-15
Cc1ccc(Cn2nnnc2CN2CCC(O)(c3cccnc3)CC2)cc1
    3%	5%	0%	0%	-4%	-3	-2%	-2	1	-8
C=CCn1c(=O)c2ccccc2n2c(SCC(=O)NC)nnc12
    5%	.	1%	-3%	2%	1	14%	5	4	13
CC1CCCN(C(=O)Nc2ccc(Br)cc2Cl)C1 (configuration not stated)
    1%	3%	24%	-21%	4%	28	2%	2	3	25
CC(=O)NC12CC3CC(C1)CC(C(=O)NCc1ccc(C)cc1)(C3)C2
    3%	-1%	2%	0%	6%	6	11%	-2	1	2
O=C(Nc1cccc(NC(=S)NC(=O)c2cccs2)c1)c1ccccc1
    ?	.	2%	0%	1%[46.1 µM]	2	-3%	-17	1	3
O=C(NCc1ccc2c(c1)OCO2)C1CCN(S(=O)(=O)N2CCOCC2)CC1
    0%	.	8%	0%	-2%	4	1%	-2	10	-6
Cc1cc(C)c(C#N)c(Cl)n1
    7%	0%	2%	-5%	1%[46.1 µM]	0	2%	-4	3	-4
CC(CCc1ccccc1)NC(=O)c1cccnc1 (configuration not stated)
    2%	0%	3%	6%	0%	5	0%	-4	1	3
CC(C)C[C@H](NC(=O)c1[nH]cnc1C(=O)N[C@@H](C)C(=O)OC(C)(C)C)C(=O)OCc1ccccc1
    1%	4%	23%	1%	-10%	-9	8%	2	-2	-23
Cc1c(C(=O)NCc2ccc3c(c2)OCO3)oc2ccc(S(=O)(=O)N3CCCCC3)cc12
    4%	1%	-3%	-6%	.	-13	-4%	-12	-4	2
COc1ccccc1NC(=O)NNC(=O)CCN1CCOCC1
    4%	-7%	-1%	3%	2%	?	5%	-8	-1	11
COc1ccc(CCNC(=O)COc2ccc(S(=O)(=O)NC3CCCCC3)cc2Cl)cc1
    0%	-6%	-3%	0%	1%	3	-3%	-14	.	-22
CSCC[C@H](NC(=O)C1CCC(CNC(=O)[C@@H]2CCCN2C(=O)OC(C)(C)C)CC1)C(=O)O (some centres not stated)
    6%	2%	0%	1%	-3%	1	2%	-2	1	20
Cc1ccc(C(=O)N/C(=C\c2ccccc2)C(=O)NCCCn2ccnc2)cc1
    -1%	0%	5%[11.5 µM]	1%	2%	-9	-7%	-125*	-1	9
CN(Cc1nccn1C)C(=O)c1ccc(OC2CCN(CCc3ccccc3)CC2)cc1
    7%	-8%	4%	-3%	3%	-6	26%	7	.	1
CC[n+]1c(/C=C(/C)SC)sc2ccccc21
    4%	2%	3%	6%	3%[46.1 µM]	-8	11%	-3	-3	-10
CCOC(=O)C1CCCN(c2c(NCCN3CCCCC3CC)c(=O)c2=O)C1 (configuration not stated)
    ?	2%	5%	0%	-6%	-9	4%	-5	-1	-6
NC(=O)c1cc([N+](=O)[O-])ccc1NCCN1C(=O)c2ccccc2C1=O
    -22%	-1%	-2%	0%	.	-4	15%	.	3	.
CCN1CSC(=S)N(Cc2ccccc2)C1
    7%	10%	-4%	-2%	6%	0	4%	-1	2	-10
O=C(Cc1cccs1)Nc1nnc(SCC(=O)N2CCCCC2)s1
    0%	1%	-8%	-10%	-4%	0	-9%	-10	7	-14
Cc1ccc(C2=NN=C(NC(=O)CSc3nc(C)cc(C)n3)SC2)cc1
    ?	0%	-4%	-15%	2%[46.1 µM]	-16	-1%	.	1	.
COc1cccc(OC)c1OCCN1CCN(C(=O)c2ccco2)CC1
    -8%	2%	.	-1%	-4%	12	-5%	-10	1	14
CC(C)CN(C(=O)CN1CCCCCC1)c1c(N)n(CC(C)C)c(=O)[nH]c1=O
    -21%	-2%	5%	12%	-3%	4	8%	4	3	16
CC(C)(C)C(=O)NC1CCN(S(C)(=O)=O)CC1
    0%	0%	2%	-1%	1%[46.1 µM]	-3	2%	1	2	-11
CCOC(=O)C1CCCN(C2CC(=O)N(c3ccc(C)c(C)c3)C2=O)C1 (configuration not stated)
    2%	0%	.	0%	5%	9	3%	11	1	3
O=S(=O)(c1ccc2c(c1)OCCO2)N1CCN(c2nc3ccccc3s2)CC1
    -1%	1%	7%	3%	-4%	9	55%[activator]	-5	0	6
CN1CCN(C2=C(Cl)C(=O)N(c3ccc(Cl)cc3)C2=O)CC1
    ?	4%	-22%	-1%	1%	1	-11%	27	2	19
CCOC(=O)C1CCCN(C(=O)c2cc(-c3ccc(F)cc3)nc3ccccc23)C1 (configuration not stated)
    0%	-2%	4%	-1%	2%	22	2%	10	2	-1
Cc1ccsc1C(=O)OCC(=O)NC1CCCC(C)C1C (configuration not stated)
    1%	.	10%	8%	0%	-4	.	-11	.	3
Nc1nc(Cl)nc2c1ncn2[C@@H]1O[C@H](CO)[C@@H](O)[C@H]1O
    ?	-1%	-5%	-5%	5%	-10&-29	-4%	2	-1&-2	5
COC(=O)c1sc(NC(=O)COc2ccccc2)nc1C
    ?	0%	.	2%	4%	2	-8%	5	-1	39[activator]
O=C(Nc1cc([N+](=O)[O-])ccc1N1CCCC1)c1ccccc1
    0%	2%	-6%	0%	-25%	10	?	-8	3	5
COCCn1nnnc1C(c1ccc(C(F)(F)F)cc1)N1CCOCC1 (configuration not stated)
    -1%	0%	0%	-1%	3%	6	8%	-6	-1	3
CCOC(=O)Cc1csc(NC(=O)C(C)(C)C)n1
    1%	0%	1%	-5%	4%	-5	6%	3	2	-1
CCOc1ncccc1C(=O)OCC(=O)NC1CCCCCC1
    -2%	.	6%	20%	-25%	-4	.	-4	.	14
O=C(Nc1nccs1)C1CCCN(S(=O)(=O)c2cccnc2)C1 (configuration not stated)
    ?	2%	2%	0%	2%	15	6%	-1	0	-17
Cc1cc(C)c2c(N)c(C(=O)c3cccc(Cl)c3)sc2n1
    ?	-3%	-6%	16%	-1%[46.1 µM]	-3	3%	-9	0	19
CCc1cccc(C)c1N(C(=O)Cn1c(COC)nc2ccccc21)C(C)COC (configuration not stated)
    29%	1%	3%	0%	0%	16	4%	-3	5	-22
CC(C)C(NC(=O)c1cccc(S(=O)(=O)N2CCOCC2)c1)C(=O)NCCc1ccccn1 (configuration not stated)
    -2%	-3%	-1%	0%	-3%	13	1%	12	-3	-7
CCOC(=O)[C@H]1[C@H]2COc3ccc(Br)cc3[C@@H]2N2C(=O)CN(Cc3ccc(F)cc3)C(=O)[C@@]12C
    ?	.	2%	1%	7%	1	.	-4	.	-16
O=C(Nc1ccccn1)C1(c2ccccc2)CCCC1
    20%	1%	.	2%	-31%	-4	1%	10	-5	19
O=S(=O)(c1cnc(Cl)c(Cl)c1)N1CCc2ccccc21
    -1%	-6%	-4%	2%	-2%	-45	-3%	2	-22	2
COc1ccccc1-c1noc(-c2ccccc2)n1
    ?	3%	21%	-1%	-1%	-3	4%	10	1	-22
Cc1cc(C(=O)NC2CCCCC2C)c2ccccc2n1 (configuration not stated)
    10%	1%	1%	-2%	-1%	7	9%	-12	.	-9
Cc1ccccc1CNC(=O)CN(c1cccc([N+](=O)[O-])c1)S(C)(=O)=O
    -6%	2%	5%	4%	-4%	8	-1%	5	1	7

# Ordered by length of the SMILES (low to high): part of the list above.
# The line under a structure holds: BCR signal inh	GALK inh	AT treatment	Tb PFK inh	TCR act	TSHR antagonist	MLL CXXC-DNA inh	hERG WT inh	Coupling enz	Giardia killer
Cc1cc(C(=O)NC2CCCCC2C)c2ccccc2n1 (configuration not stated)
    10%	1%	1%	-2%	-1%	7	9%	-12	.	-9
CCOc1ncccc1C(=O)OCC(=O)NC1CCCCCC1
    -2%	.	6%	20%	-25%	-4	.	-4	.	14
CCc1cccc(C)c1N(C(=O)Cn1c(COC)nc2ccccc21)C(C)COC (configuration not stated)
    29%	1%	3%	0%	0%	16	4%	-3	5	-22

# Screening data as filed in PubChem.

# Rows are unselected. Share with any hit: about 1.6%.
